FBW7 activator – human FBW7 E3 ligase activation, primary screen; AlphaScreen FBW7–phospho-cyclin E peptide binding, activator screen; 650,000 tested, 0.13% active; AID 1259310; normalized activity (activation), % at 26.1 µM; in the data active = normalized activity above about 1.9%;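 also: purified mutant Fbw7 with reduced substrate affinity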
Target sequence (Q969H0 whole entry, looked up): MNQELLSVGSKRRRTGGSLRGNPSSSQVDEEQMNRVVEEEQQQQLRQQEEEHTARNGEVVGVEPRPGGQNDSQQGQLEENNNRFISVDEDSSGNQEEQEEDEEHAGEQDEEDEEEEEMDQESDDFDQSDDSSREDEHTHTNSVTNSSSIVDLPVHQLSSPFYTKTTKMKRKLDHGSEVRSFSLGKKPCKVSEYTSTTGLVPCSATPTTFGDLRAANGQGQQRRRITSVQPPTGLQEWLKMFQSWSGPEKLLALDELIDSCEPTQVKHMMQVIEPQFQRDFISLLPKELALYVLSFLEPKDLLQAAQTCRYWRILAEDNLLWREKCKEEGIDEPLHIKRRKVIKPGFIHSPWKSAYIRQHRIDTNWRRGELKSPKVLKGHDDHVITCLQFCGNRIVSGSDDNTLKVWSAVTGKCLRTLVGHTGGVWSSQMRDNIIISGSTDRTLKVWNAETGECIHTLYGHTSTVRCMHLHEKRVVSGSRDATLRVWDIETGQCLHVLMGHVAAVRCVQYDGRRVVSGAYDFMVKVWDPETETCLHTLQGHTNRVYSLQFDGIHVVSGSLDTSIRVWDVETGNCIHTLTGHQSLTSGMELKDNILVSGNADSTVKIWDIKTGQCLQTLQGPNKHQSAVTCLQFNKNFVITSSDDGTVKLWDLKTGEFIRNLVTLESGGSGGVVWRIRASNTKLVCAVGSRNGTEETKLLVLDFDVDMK
MITF primary – blocks human microphthalmia-associated transcription factor; AlphaScreen MITF homodimerization, bead proximity signal; inhibition, % at 2.6 µM; 650,000 tested, 0.91% active; AID 1259374; in the data active = inhibition above about 50%;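 also: 0% = vehicle wells with protein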
TEAD-YAP block – TEAD-YAP interaction inhibition; 640,000 tested, 1.4% active; inhibition, % at 9.12 µM; AID 1259422; HEK-TIYL cells, TEAD-Gal4/YAP UAS-luciferase luminescence; in the data active = inhibition above about 32%;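 also: 0% = median of test compound wells and 100% = reference inhibitor wells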
GPR151 activ – activators of human GPR151. PathHunter beta-arrestin GPR151 cells, luminescence. 650,000 tested, 1% active. AID 1508602. activation, % at 11.2 µM. Q8TDV0; in the data active = activation above about 4.9%;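 also: 0% = median of compound wells and 100% = cells with positive control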
Target sequence (Q8TDV0 whole entry, looked up): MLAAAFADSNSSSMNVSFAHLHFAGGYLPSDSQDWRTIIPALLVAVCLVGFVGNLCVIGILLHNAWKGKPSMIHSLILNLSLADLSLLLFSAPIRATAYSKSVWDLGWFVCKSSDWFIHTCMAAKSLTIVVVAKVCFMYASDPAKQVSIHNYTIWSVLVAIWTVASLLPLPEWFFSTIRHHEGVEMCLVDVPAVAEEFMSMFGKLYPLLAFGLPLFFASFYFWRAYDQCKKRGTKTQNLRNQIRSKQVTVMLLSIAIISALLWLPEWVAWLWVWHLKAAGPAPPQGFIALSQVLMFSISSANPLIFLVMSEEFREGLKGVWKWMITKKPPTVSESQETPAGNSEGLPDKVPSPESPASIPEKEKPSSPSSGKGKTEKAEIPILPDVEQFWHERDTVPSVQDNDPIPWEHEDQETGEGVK
Active calls of the source: *.

Order of values – FBW7 activator, MITF primary, TEAD-YAP block, GPR151 activ
COc1nc(NCCO)nc(Nc2ccccn2)n1
    -0.2, 3, 11, 0.9
C=CCNC(=S)N(Cc1cccs1)C1CCS(=O)(=O)C1 (centres undefined)
    0.0, -21, 3, -1.2
O=C(C1CCCN(S(=O)(=O)c2cccs2)C1)N1CCn2c1cc1ccccc12 (centres undefined)
    0.0, 11, 7, 0.4
Cc1nc2c(ccc3nc(NC(=O)Cc4ccccc4)sc32)s1
    0.0, 23, -30, -0.9
CC(C)n1c(=O)n(Cc2cscn2)c2cccnc21
    -0.1, 14, -7, -0.1
CC1(Cc2cccc(C(N)=O)c2)C(=O)Nc2ccc(F)cc21 (centres undefined)
    -0.1, 14, -3, 0.3
CCCNC(=O)C1CCN(C(=O)c2c(C)nn(-c3ccccc3)c2-n2cccc2)CC1
    -0.2, -1, -11, 2.3
CCOC(=O)C1CCCN(c2cc3c(cc2[N+](=O)[O-])C(=O)N(c2ccccc2)C3=O)C1 (centres undefined)
    -0.1, -3, -1, 0.6
COc1cc(C2CC(=O)n3nc(-c4ccc(Cl)cc4)nc3S2)cc(OC)c1OC (centres undefined)
    -0.1, 10, 4, 0.5
CC1(C)Oc2ccc(C(=O)NC3CC3)cc2N(CC(=O)Nc2ccc(F)cc2)C1=O
    0.0, 0, 18, 0.6
O=c1[nH]c(N/N=C/C2CC=CCC2)nnc1-c1ccccc1 (centres undefined)
    -0.4, 19, -1, -0.5
COc1ccc(NC(=S)NC(=O)c2ccc(OC)c(OC)c2)c(OC)c1
    -0.1, 6, -1, 2.1
COc1cc(Nc2nc(-c3c(C)nn(C)c3C)nc3c2ncn3C(C)C)cc(OC)c1OC
    0.0, 6, -1, 1.4
CC(=O)Oc1cccc(C(=O)Nc2ccccc2O)c1
    0.2, 16, -14, 0.9
CC(C)CCOC(=O)c1ccc2c(c1)C(=O)N(c1ccc([N+](=O)[O-])cc1)C2=O
    0.0, 14, 0, 1.5

Order of values – FBW7 activator, MITF primary, TEAD-YAP block, GPR151 activ
Cc1cccc2sc(NC(=O)CCCN3C(=S)NC(C)(C)CC3C)nc12 (centres undefined)
    0.6, 5, -10, -0.7
CC1=C(C(N)=O)C(c2ccccc2)n2nc(-c3ccccc3)nc2N1 (centres undefined)
    -0.1, 16, 8, 0.3
O=C(Cn1cc([N+](=O)[O-])cn1)Nc1ccc(-c2noc(-c3ccccc3Cl)n2)cc1
    0.9, 14, 7, 3.0
CC1CC(C)CN(C(=O)c2cn(C)c3ccc(S(=O)(=O)N4CCOCC4)cc3c2=O)C1 (centres undefined)
    -0.1, 6, -3, 0.0
Cc1cccc(NC(=S)NC(=O)c2ccc(Cl)cc2)n1
    0.0, -7, -52, -0.1
COc1ccc(OC)c(S(=O)(=O)n2nnc3cc(Cl)ccc32)c1
    -0.3, -6, -2, 0.8
CCCc1nc(Nc2ccc(NC(C)=O)cc2)c2nnn(Cc3ccccc3)c2n1
    0.1, 8, 5, -1.2
CC1=CC(C)(C)Nc2ccc(OC(=O)N3c4ccccc4Sc4ccccc43)cc21
    0.1, 3, 5, 0.3
CCN(c1cccc(C)c1)S(=O)(=O)c1ccc(F)c(C(=O)Nc2cccc(C)c2C)c1
    0.7, 15, 21, -0.7
O=C(NCC1CCC2(CCN(Cc3ccccc3Cl)CC2)O1)c1ccco1 (centres undefined)
    0.1, 7, -6, 0.0
Cc1cc2[nH]c(=O)c(=O)[nH]c2cc1S(=O)(=O)CCC(=O)NC1CCCC1
    0.0, -16, -2, 0.2
CC1CCCCN1CCNC(=O)Cn1ncc2c([nH]c3ccccc32)c1=O (centres undefined)
    0.4, 1, -12, -0.4
Cc1ccc(Nc2nc(Nc3ccc(C)cc3)nc(Sc3nncn3C)n2)cc1
    0.1, 7, 8, 1.5
COc1ccccc1CCN=Cc1c(NCCc2ccccc2OC)nc2ccc(C)cn2c1=O
    -0.1, -14, -1, -0.8
COCCN(Cc1c(C(=O)N(C)CCc2ccccc2)nc2sccn12)C(C)C
    -0.1, -11, -8, -0.8

At a glance, some entries already given.
Order of values – FBW7 activator, MITF primary, TEAD-YAP block, GPR151 activ
Cc1cccc(NC(=S)NC(=O)c2ccc(Cl)cc2)n1
    0.0, -7, -52, -0.1
COc1ccc(OC)c(S(=O)(=O)n2nnc3cc(Cl)ccc32)c1
    -0.3, -6, -2, 0.8

Additional entries.
Order of values – FBW7 activator, MITF primary, TEAD-YAP block, GPR151 activ
CN1CCN(c2ccnc3c(-c4cccc(CO)c4)cnn23)CC1
    -0.4, -8, -3, -1.1
CCCCNC(=O)CSc1nc2sc(C(=O)OCC)c(C)c2c(=O)n1Cc1ccc2c(c1)OCO2
    0.6, 3, -7, -0.9
CCOc1ccccc1CNC(=O)Cn1nc(C)n2cccc2c1=O
    -0.1, 13, -2, -1.2
COC(=O)c1ccc(CN(Cc2ccc(OC)c(OC)c2)S(=O)(=O)c2cccc([N+](=O)[O-])c2)cc1
    -0.2, 0, -6, -1.7
Cc1nc2ccc(C(=O)NCC3CCCO3)cc2nc1C (centres undefined)
    0.1, 15, 2, 1.2
Nc1cccc(Oc2ccc3c(c2)C(=O)NC3=O)c1
    -0.1, -1, -9, 1.8
CN(C)c1ccc(/C=N/N2C(=O)CSC2=S)cc1
    -0.1, -12, 2, -0.7
Cc1c(NC(=O)c2cc(-c3ccccc3)on2)c(=O)n(-c2ccccc2)n1C
    0.0, 7, 9, -0.4
COc1ccc(S(N)(=O)=O)cc1C(=O)NC1CC1
    -0.1, 5, 0, 0.9
C=CC[C@@H]1CC=C[C@@H](C)N1C(=O)c1ccc(OC2CCN(Cc3ccccn3)CC2)cc1
    -0.2, 0, 6, -0.1
Cn1c(=O)c2c(nc(Br)n2CC(=O)OCc2ccccc2)n(C)c1=O
    -0.2, -5, 2, 0.6
Cc1cc(OC(=O)c2c(C)cc(O)cc2O)cc(O)c1C(=O)O
    0.1, -14, -6, 0.0
CCOc1ccccc1CN1CCOc2ccc(CN3CCC(O)CC3)cc2C1
    0.0, 9, -2, 0.6
CN1C(=O)S/C(=C\c2cc([N+](=O)[O-])ccc2Cl)C1=O
    -0.1, -7, -4, -1.5
COc1ccc(-c2nc3cc(NC(=O)c4ccccc4F)ccc3o2)cc1
    0.1, 12, -21, -0.6

Order of values – FBW7 activator, MITF primary, TEAD-YAP block, GPR151 activ
Cc1c(-c2ccc(F)cc2)nc(N)c(C#N)c1-c1ccco1
    0.1, -10, -26, -1.6
O=C(O)C1CC(=O)N(c2ccc(OCc3ccc(Cl)cc3)cc2)C1 (centres undefined)
    0.3, 17, 2, -0.8
CCOC(=O)c1cc2cccc(NS(=O)(=O)c3ccccc3S(C)(=O)=O)c2[nH]1
    -0.1, 1, -4, -1.0
O=C(Nc1ccnn1C1CCN(Cc2ccccc2-c2ccco2)CC1)C1CC1
    -0.2, -8, -34, -1.3
O=C1CC2(CCN(C(=O)c3ccco3)CC2)Oc2ccccc21
    -0.1, -13, -4, -0.3
Cc1ccc(CSc2nccc(=O)[nH]2)cc1
    0.3, -7, 22, 0.1
COc1ccc(CCNC(=O)Cn2c(=O)n(C)c3ncccc32)cc1OC
    -0.1, 0, 3, -1.0
COC(=O)c1ccc(NC(=O)C(CCSC)N2C(=O)C3C4c5ccccc5C(c5ccccc54)C3C2=O)cc1 (centres undefined)
    0.1, 15, -2, 0.9
Cc1ccc(S(=O)(=O)N/N=C/c2ccc(C)cc2C)cc1
    0.1, -4, -2, -0.5
Nc1cc(Sc2ccc(F)cc2)cc([N+](=O)[O-])c1
    -0.1, -1, -6, 5.1*
CCCCSc1nnc(NC(=O)/C=C/c2ccccc2)s1
    -0.1, -3, -22, -0.4
CCOc1ccc(C2CC(c3ccc(OC)c(OC)c3)n3nc(N)nc3N2)cc1 (centres undefined)
    0.2, 4, -11, 1.0
CC(=O)c1ccc(OCCCC(=O)Nc2nccs2)cc1
    0.0, -9, -8, 1.0
CC(C)Oc1ccc(Cc2cnc(N)nc2N)cc1
    0.0, 9, 1, -1.6
COc1ccc(OC(C)C(=O)Nc2ccc3ccccc3c2)cc1 (centres undefined)
    -0.1, 10, 39*, 0.5

Order of values – FBW7 activator, MITF primary, TEAD-YAP block, GPR151 activ
Cc1ccc(Cn2c(C)cc(=O)c3cc(NC(=O)CCC(=O)N4CCCC4)ccc32)cc1
    -0.1, 8, 18, -1.8
Cc1ccc(Cl)cc1N1C(=O)NC(=O)/C(=C\c2cc(Cl)ccc2OCC(=O)O)C1=O
    0.0, 11, 0, -0.3
CS(=O)(=O)c1cnc(-c2cccnc2)nc1-c1ccccc1
    0.2, 4, -4, -1.4
O=C1CCC(C(=O)NNC(=O)c2ccc(COc3ccccc3-c3ccccc3)cc2)=NN1
    0.0, -16, -1, -0.9
COc1ccc(-c2c(NC(=O)C(C)C)n(C)c3ccccc3c2=O)cc1OC
    -0.1, -3, -1, 0.1
Nc1cc(C(=O)O)ccc1NCC(=O)O
    -0.1, 19, -32, -0.4
Cc1cc(-c2cnc(N3CCCC3)nc2C2CCCN(C(=O)C3CC(=O)N(C)C3)C2)on1 (centres undefined)
    0.0, -19, 1, 1.3
COc1ccc(CCN2C(=N)SC3CS(=O)(=O)CC32)cc1 (centres undefined)
    0.4, 18, 2, -1.6
Cc1ccc(NC(=O)CSc2cn(C)c3ccccc23)cc1
    0.1, 0, 6, 0.9
O=C1C(=O)N(CCOCCO)C(c2cccnc2)/C1=C(\O)c1ccc(F)cc1 (centres undefined)
    -0.2, 7, 3, -0.5
CC1=C(c2ccc(C)cc2)S(=O)(=O)NC1=O
    0.0, 3, -1, 0.1
CCOC(=O)N1CCN(CC(=O)Nc2cc(C)on2)CC1
    0.0, -3, -4, 3.0
Cn1c(Nc2cccc(C(=O)NCc3ccccc3)n2)nc2ccccc21
    0.0, 24, 19, 2.6
CCn1c(C(=O)NC2CCCC2)cc2sc(Cl)cc21
    -0.2, -1, 1, -0.2
CC(C)(C)C(=O)NC1CCN(Cc2nnnn2Cc2ccco2)CC1
    0.1, -1, 71*, -4.9

4 records picked at random from the list so far:
Order of values – FBW7 activator, MITF primary, TEAD-YAP block, GPR151 activ
CS(=O)(=O)c1cnc(-c2cccnc2)nc1-c1ccccc1
    0.2, 4, -4, -1.4
C=CC[C@@H]1CC=C[C@@H](C)N1C(=O)c1ccc(OC2CCN(Cc3ccccn3)CC2)cc1
    -0.2, 0, 6, -0.1
CCN(c1cccc(C)c1)S(=O)(=O)c1ccc(F)c(C(=O)Nc2cccc(C)c2C)c1
    0.7, 15, 21, -0.7
O=C(C1CCCN(S(=O)(=O)c2cccs2)C1)N1CCn2c1cc1ccccc12 (centres undefined)
    0.0, 11, 7, 0.4

Other records follow:
Order of values – FBW7 activator, MITF primary, TEAD-YAP block, GPR151 activ
COc1cccc(NC(=O)CCCOc2ccc(Cl)cc2)c1
    0.1, 14, 0, -1.0
COc1ccc(S(=O)(=O)N(C)CC(=O)N2CCC(C)CC2)cc1C
    -0.1, 0, -2, -1.2
C[C@H](O)[C@H]1NC(=O)[C@H]2CN(CC3CCCCC3)CCN2C1=O
    -0.2, 2, -1, -0.4
NC(=O)C1CCN(C(=O)/C=C/c2ccco2)CC1
    0.2, 14, -2, -0.6
Cc1ccc(C(=O)N/C(=C\c2ccc3c(c2)OCO3)C(=O)Nc2ccc(Cl)c([N+](=O)[O-])c2)cc1C
    -0.1, 0, -8, -1.5
COc1ccc(N=Cc2nc(-c3ccco3)oc2O)cc1
    0.0, -4, -36, -1.5
CC(C)(CO)NC(=O)c1cc(-c2ccc(F)cc2)no1
    0.0, -5, -25, 1.3
O=C(Nc1ccc(Cl)cc1)N1CCCC(c2nnc(-c3ccc4c(c3)OCO4)o2)C1 (centres undefined)
    0.1, -2, -7, 0.7
O=C(Nc1ccc(Cl)cc1C(F)(F)F)c1ccncc1
    -0.1, -3, -1, 2.1
COc1ccc([C@@H]2CC(=O)c3c(O)cc(O[C@@H]4O[C@H](CO[C@@H]5O[C@@H](C)[C@H](O)[C@@H](O)[C@H]5O)[C@@H](O)[C@H](O)[C@H]4O)cc3O2)cc1
    0.2, -7, 4, -0.3
CC(=O)Nc1sccc1-c1nc2ccccc2s1
    0.1, -7, 8, 2.5
CC(=O)N1CCc2cc(S(=O)(=O)CCC(=O)Nc3nccs3)ccc21
    0.1, 9, 8, -0.6
Cc1cn(C2CC(OS(C)(=O)=O)C(COS(C)(=O)=O)O2)c(=O)[nH]c1=O (centres undefined)
    0.1, -4, -4, -0.7
CC(C)(NC(=O)c1ccccc1C(=O)NCc1ccco1)C(=O)NCc1ccco1
    -0.1, -10, 11, -0.2
O=C(Cn1nc(-c2ccc(F)cc2)n(-c2ccncc2)c1=O)NC1CC1
    0.0, 6, -1, -1.0

Order of values – FBW7 activator, MITF primary, TEAD-YAP block, GPR151 activ
CCOC(=O)c1c(C)oc2c(Cl)cc(NS(=O)(=O)c3cccc([N+](=O)[O-])c3)cc12
    0.0, 12, 3, 0.1
Cc1sc(NC(=O)/C=C/c2ccc(Cl)cc2Cl)c(C(N)=O)c1C
    -0.1, 10, 7, 0.1
COCCCNc1ccc(N2C(=O)CCC2=O)cc1[N+](=O)[O-]
    -0.1, 6, 6, 1.6
CC(=O)c1ccc(NC(=O)c2ccc(S(=O)(=O)NCc3ccco3)cc2)cc1
    0.0, 5, 3, -0.1
O=C(Oc1ccc2c(=O)c(Oc3ccccc3Br)coc2c1)c1ccco1
    -0.1, 2, -6, 0.2
Cc1cc(/C=N/N2CCOCC2)c(C)n1-c1ccc(I)cc1
    0.9, 27, -4, 0.7
CCN(CC)C(=O)C1CCCN(c2nc(NCc3nc4ccccc4[nH]3)c3ncn(Cc4ccc(C(F)(F)F)cc4)c3n2)C1 (centres undefined)
    0.0, -7, 10, 2.5
O=C(CN1CCCC1c1nc(-c2ccncc2)n[nH]1)N1CCCC1 (centres undefined)
    -0.3, 14, 6, -0.2
COC(=O)c1ccccc1NC(=O)C(C)Oc1ccc(OC)cc1 (centres undefined)
    0.1, -6, -8, 1.0
